Assay outcomes deposited in PubChem by several laboratories.
S1P4 agonist – agonists of human S1P4 receptor. O95977. S1P4-expressing cell line, agonist reporter assay. activation, % at 4.98 µM. 0.35% of 220,000 active. AID 1509; in the data active = activation above about 11%;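 note: 0% = DMSO vehicle and 100% = reference agonist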
zfTRPN1 agonist – activates the zebrafish TRPN1 channel; HEK293 zebrafish TRPN1-YFP, Fluo-8 calcium fluorescence; 100% = response to 87 µM carbachol; activation, % at 3 µM; 0.18% of 220,000 active;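 active = activation above its plate's cutoff, the mean activation of test wells on that plate plus 3 SD, cut at about 19% in these data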;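 note: 0% = DMSO alone and 100% = 87 µM carbachol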
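Material: zebrafish TRPN1-YFP in HEK293 cells; Doses: single test compound dose, 3 µM nominal, 0.3% DMSO; Timing: dye loading 1 h at 37 °C, then 30 min room temperature; Technique: intracellular calcium fluorescence with Fluo-8; Benchmarks: high carbachol 87 µM, low DMSO alone.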
CHOP inhibitor – blocks CHOP induction under ER stress; inhibition, % at 10 µM; CHO-K1 CHOP-promoter luciferase, tunicamycin-induced, 15-18 h; AID 2732; 3.8% of 220,000 active;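 active = compounds that reduced the stress-induced luciferase reporter signal by more than about 70% of percent inhibition, limit read from the data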;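 note: 0% = tunicamycin plus vehicle and 100% = wells without tunicamycin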
TRPML3 ag – agonists of human TRPML3 channel. HEK293 TRPML3-YFP, Fluo-8 calcium fluorescence; 100% = the carbachol control signal. activation, % at 3 µM. 0.29% of 220,000 active. AID 1448;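 active = activation above its plate's cutoff, the mean activation of the plate's test wells plus 3 SD, cut at about 12% in these data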;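 note: 0% = DMSO only wells and 100% = carbachol wells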
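Material: HEK293 cells stably carrying human TRPML3-YFP; compound dosing: single dose, 3 µM final nominal compound, 0.3% DMSO final; incubation: 1-h 37 °C dye load, 5-s basal, 120-s post-compound reads; technique: Fluo-8 intracellular calcium fluorescence, excitation 470-495 nm, emission 515-575 nm; read-out basis: percent activation from peak-to-basal fluorescence ratio, scaled between DMSO and carbachol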
NPY-Y1 PAM-ag – potentiators or agonists of human neuropeptide Y receptor Y1. 0.37% of 220,000 active. activation, % at 3.6 µM. P25929. AID 1304. NPY-Y1 expressing cells, potentiator/agonist activation; in the data active = activation above about 33%, passing the limit was not always enough;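 note: cells stimulated with NPY at EC10 then isoproterenol at EC100; 0% = low agonist plus stimulus and 100% = saturating agonist plus stimulus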
Target sequence (P25929 whole entry, looked up): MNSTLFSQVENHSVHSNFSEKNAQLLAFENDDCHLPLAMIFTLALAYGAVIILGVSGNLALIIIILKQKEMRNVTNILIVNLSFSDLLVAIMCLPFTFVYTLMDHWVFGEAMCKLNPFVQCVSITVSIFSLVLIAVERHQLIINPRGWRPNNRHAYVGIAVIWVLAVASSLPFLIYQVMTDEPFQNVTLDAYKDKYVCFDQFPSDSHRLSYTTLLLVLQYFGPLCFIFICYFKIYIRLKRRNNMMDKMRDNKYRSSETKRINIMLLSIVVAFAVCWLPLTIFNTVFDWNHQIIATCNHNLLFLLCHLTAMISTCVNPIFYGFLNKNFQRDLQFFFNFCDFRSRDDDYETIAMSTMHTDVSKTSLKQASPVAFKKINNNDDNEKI
EP2 modulator – modulators of human EP2 prostaglandin E2 receptor. P43116. EP2-expressing cells, cAMP HTRF FRET, PGE2 co-stimulation. induction, % at 25 µM. 0.83% of 260,000 active;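 active = compounds whose cAMP rise, as percent of the full-agonist control response, exceeds 60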;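 note: rat C6 glioma line stably carrying human EP2 under a CMV promoter; the protocol text gives 20 µM as final concentration; 100% = response of wells given 1 µM PGE2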
S1P4 antag – human S1P4 receptor antagonism; O95977; S1P4-expressing cells, antagonist mode, reporter read-out; inhibition, % at 4.98 µM; 0.26% of 220,000 active; AID 1510; in the data active = inhibition above about 29%;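 note: 0% = wells stimulated with agonist and 100% = vehicle wells without agonist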
NPY-Y2 PAM-ag – potentiates or activates human NPY-Y2 receptor | P49146 | cells expressing NPY-Y2, potentiator/agonist read-out | activation, % at 3.6 µM | 0.45% of 220,000 active | AID 1359; in the data active = activation above about 27%;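 note: cells stimulated with NPY near EC25 plus isoproterenol at EC100; 0% = vehicle plus submaximal agonist and 100% = vehicle plus saturating agonist; some results beyond the cut were filed as inactive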
Target sequence (P49146 whole entry, looked up): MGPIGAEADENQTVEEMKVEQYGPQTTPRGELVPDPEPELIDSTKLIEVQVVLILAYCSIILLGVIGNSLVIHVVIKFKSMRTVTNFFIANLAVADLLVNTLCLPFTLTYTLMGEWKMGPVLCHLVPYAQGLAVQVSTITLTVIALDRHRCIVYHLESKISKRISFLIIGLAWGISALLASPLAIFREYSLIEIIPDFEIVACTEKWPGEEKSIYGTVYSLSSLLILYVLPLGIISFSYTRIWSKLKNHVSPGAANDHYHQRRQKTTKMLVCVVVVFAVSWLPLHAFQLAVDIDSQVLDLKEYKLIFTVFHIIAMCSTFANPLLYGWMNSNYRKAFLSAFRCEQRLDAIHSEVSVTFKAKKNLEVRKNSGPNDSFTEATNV
NPY Y1 blocker – antagonists of human neuropeptide Y receptor Y1. P25929. HEK293-CNG Y1 cells, membrane potential fluorescence; NPY at EC95, then isoproterenol. inhibition, % at 3.6 µM. 1% of 200,000 active;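 active = inhibition above the campaign mean inhibition of all tested compounds plus 3 SD, cut at about 20% in these data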;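 note: 0% = DMSO wells given NPY plus isoproterenol and 100% = isoproterenol alone without NPY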
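Material: HEK293 Y1/CNG channel cell line | Also added: NPY (25 nM), isoproterenol (1 µM), Ro 20-1724 (25 µM) | Compound: One concentration, 3.6 µM, in 0.4% DMSO | Schedule: 3 h dye uptake, 1 h room-temperature compound, 45 min post-isoproterenol | Signal: Membrane-potential fluorescent dye readout | Read-out: % inhibition of NPY effect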
* marks the source's active call; other numbers are inactive results; . = not tested or not shown; & = joins results of further samples.

Below each compound – S1P4 agonist	zfTRPN1 agonist	CHOP inhibitor	TRPML3 ag	NPY-Y1 PAM-ag	EP2 modulator	S1P4 antag	NPY-Y2 PAM-ag	NPY Y1 blocker
> CCOc1nc(SCCOc2ccc(C)cc2)nc(N(C)C)n1
  -0.8	-1.4	69	0.5	-48	38	-24	-14	12
> Cc1c(NC(=O)c2c(O)c3ccccc3n(C)c2=O)c(=O)n(-c2ccccc2)n1C
  0.5	0.4	19	0.3	-10	7	5	-2	-2
> CC(C)N(C(=O)COC(=O)[C@@H]1CC(O)CN1S(=O)(=O)c1ccccc1[N+](=O)[O-])C(C)C (stereo partly drawn)
  0.5	-1.9	9	0.1	7	-43	0	3	5
> CCC(C)[C@H](NC(=O)NCc1cccc(OC)c1)C(=O)OC (stereo partly drawn)
  -0.8	-0.1	8	-0.9	-10	9	-4	-5	-3
> Cc1nc(-c2ccccc2)nc2sc(C(=O)c3ccc(F)cc3)c(N)c12
  0.9	-0.7	-9	0.8	-17	-35	-15	1	.
> Cc1ccc(N2C(=O)C3C(C2=O)C2C=CC3C23CC3)c([N+](=O)[O-])c1 (stereo not drawn)
  -0.7	-0.7	-10	0.5	4	-23	0	12	0
> O=S(=O)(c1ccccc1)c1cc(O)ccc1O
  0.5	-0.4	17	0.6	-1	-3	-25	6	1
> CCOc1ccc(NC(=O)C2CC(=O)OC2c2ccccc2)cc1 (stereo not drawn)
  -1.5	-0.7	1	1.8	11	-16	-11	4	3
> CC(C)(C)C(=O)/C=C(\N)c1ccccn1
  0.3	-0.4	-5	0.5	-2	-3	-1	1	-4
> O=C(CNC(=O)c1ccccc1)NCC(=O)OCC(=O)c1ccccc1
  -0.4	1.5	-4	0.8	8	9	-12	-5	2
> COc1cccc(Nc2ncccc2C(=O)Nc2ccccc2)c1
  1.7	0.4	85*	-0.2	13	-5	5	0	-7
> O=C(NC(C(=O)c1ccccc1)N1CCCCCC1)c1ccco1 (stereo not drawn)
  -0.1	1.2	5	1.1	2	12	-4	15	-1
> CC1CCCC(C)N1C(=O)CSc1nnnn1-c1cccc2c1CCCC2 (stereo not drawn)
  -0.1	0.1	18	-0.5	-26	-34	14	-22	9
> CCOC(=O)c1c(NC(=O)CN2CCCc3ccccc32)sc(C)c1CC
  -1.2	-0.1	26	0.4	-11	37	-18	-7	-1
> CCN1C(=O)CS/C1=N\S(=O)(=O)c1ccc(Cl)cc1
  2.0	0.7	17	1.3	-2	-6	-8	8	-2

Ordered by value in NPY Y1 blocker (ascending): 3 from the list above
SMILES,S1P4 agonist,CHOP inhibitor,TRPML3 ag,NPY-Y1 PAM-ag,EP2 modulator,S1P4 antag,NPY-Y2 PAM-ag,NPY Y1 blocker
O=C(NC(C(=O)c1ccccc1)N1CCCCCC1)c1ccco1 (stereo not drawn),-0.1,5,1.1,2,12,-4,15,-1
O=S(=O)(c1ccccc1)c1cc(O)ccc1O,0.5,17,0.6,-1,-3,-25,6,1
CCOc1ccc(NC(=O)C2CC(=O)OC2c2ccccc2)cc1 (stereo not drawn),-1.5,1,1.8,11,-16,-11,4,3

The results go on.
Below each compound – S1P4 agonist	zfTRPN1 agonist	CHOP inhibitor	TRPML3 ag	NPY-Y1 PAM-ag	EP2 modulator	S1P4 antag	NPY-Y2 PAM-ag	NPY Y1 blocker
> CC(=O)Nc1ccc2nc(NC(=O)COc3ccccc3C)sc2c1
  1.2	0.0	21	0.1	4	-77&-37	-2	4	0
> O=C(c1cccc([N+](=O)[O-])c1)N1CCCN(C(=O)c2cccc([N+](=O)[O-])c2)CC1
  -0.6	-0.6	-35	-0.2	5	17	-9	-5	1
> Cc1nn(-c2ccccc2)c(N)c1N=O
  0.8	-0.6	7	0.6	-3	5	-1	-3	.
> COc1ccc(CCNC(=O)C(=O)N/N=C/c2cccs2)cc1OC
  1.3	3.4	22	0.5	7	25	-14	-1	0
> CC(=O)C1=C(O)C(=O)N(c2ccc(Br)cn2)C1c1ccccc1F (stereo not drawn)
  0.0	-0.3	34	-0.4	0	44	-14	13	5
> N#Cc1c(-c2ccc(Cl)cc2)ccn2nc(C3CCCCC3)nc12
  1.9	0.4	-14	0.6	7	-5	4	1	1
> CN(C)c1cccc(C(=O)N/N=C/c2ccsc2)c1
  1.1	-0.4	-16	0.1	-11	-7	-13	-2	7
> CC(C)(C)c1nnc(NC(=O)CN2C(=O)C3C4C=CC(C4)C3C2=O)s1 (stereo not drawn)
  0.0	2.8	17	0.4	5	32	-5	15	-3
> O=C1CC(c2c[nH]c3ccccc23)C(=O)N1 (stereo not drawn)
  0.0	2.0	18	0.8	-1	11	-13	16	-3
> CC(=O)N1CCC2(CC1)CC(=O)c1cc(OCC(=O)N3CCCC3)ccc1O2
  -0.5	1.5	4	1.4	7	21	-4	7	8
> CCOc1ccc(C2/C(=C(/O)c3ccccc3)C(=O)C(=O)N2CCCN(C)C)cc1OC (stereo not drawn)
  -0.2	-0.2	.	0.2	2	.	0	-4	4
> CC(=O)Nc1cccc(/C(C)=N\NC(=O)c2ccc(Cn3nc([N+](=O)[O-])c(Cl)c3C)o2)c1
  -0.3	0.1	1	0.7	3	-35	-7	-7	-2
> COc1cccc(C(=O)N2CCSC2=S)c1
  3.3	0.2	-5	0.5	-4	33	-9	-37	-2
> C=CCOC(=O)C1=C(C)NC(=O)NC1/C=C/c1ccccc1 (stereo not drawn)
  0.3	0.3	15	0.1	-9	29	8	-4	2
> Cc1cc(NC(=O)c2cc(-c3ccccc3)on2)no1
  -1.0	-1.0	40	0.5	-2	7	-4	2	1

(listing goes on)
Below each compound – S1P4 agonist	zfTRPN1 agonist	CHOP inhibitor	TRPML3 ag	NPY-Y1 PAM-ag	EP2 modulator	S1P4 antag	NPY-Y2 PAM-ag	NPY Y1 blocker
> CCOc1ccccc1N1CCN(Cc2ccc(OC)c(OC)c2)CC1
  0.2	-0.1	15	0.5	1	24	-8	6	2
> Cc1ccc(C(=O)Nc2ccccc2-c2ccccc2)o1
  -1.7	-2.1	23	0.4	-27	22	-13	3	-2
> O=C(NC1CCN(C(=O)N2CCOCC2)CC1)c1ccccc1
  0.6	0.7	21	-0.4	5	6	6	1	2
> COC(=O)C1=C(C)N(CCc2ccc(OC)c(OC)c2)C(=O)/C1=C\N(C)C
  -0.8	0.6	26	1.3	7	-1	2	-4	-1
> CCOCC(=O)Nc1c(C(=O)OCC)oc2ccccc12
  0.8	-0.2	9	0.7	-2	18	1	-15	13
> CC(CCc1ccccc1)NC(=O)c1ccc(Cl)nc1 (stereo not drawn)
  -0.8	-1.5	17	-1.3	16	-13	-1	-6	-3
> CCOc1ccc(/C=N/NC(=O)C(=O)NCc2ccco2)cc1
  -0.5	-0.3	36	0.0	-6	0	-12	18	-1
> O=C(NCCN1C(=O)S/C(=C\c2ccc(Cl)c(Cl)c2)C1=O)c1ccc2c(c1)C(=O)N(Cc1ccncc1)C2=O
  0.2	0.6	88*	0.7	10	-59	-9	8	4
> COc1ccc(Cl)cc1NC(=O)Nc1ccc(Br)cn1
  0.5	0.8	10	1.1	15	-3	0	19	-1
> CCc1c(C)nc2ncnn2c1N1CCCC(C(=O)NCCc2ccccc2)C1 (stereo not drawn)
  1.7	-0.9	-10	-0.3	8	25	-1	-3	-2
> O=C1COc2ccc(NC(=O)N3CCN(c4ccc(F)cc4)CC3)cc2N1
  -0.7	0.3	19	-0.2	12	22	-12	3	2
> Cc1cscc1NC(=O)/C=C/C(=O)O
  0.7	-2.2	12	0.3	10	-4	7	-7	.
> Cc1ccc(SC(C)C(=O)N2CCC(C(N)=O)CC2)cc1 (stereo not drawn)
  0.1	-0.2	-5	-0.4	10	32	-5	5	4
> Cc1ccc(NC(=O)Cc2csc(-c3ccccc3)n2)cc1F
  0.0	0.8	33	-0.1	-22	-16	1	5	12
> Cc1ccc(-c2nc(NC(=O)CSc3nnnn3-c3ccccc3)ns2)cc1
  1.7	-0.5	11	-0.7	-7	-6	-8	-19	11

In a second layout: 2 of the compounds above.
| mol | S1P4 agonist | zfTRPN1 agonist | CHOP inhibitor | TRPML3 ag | NPY-Y1 PAM-ag | EP2 modulator | S1P4 antag | NPY-Y2 PAM-ag | NPY Y1 blocker |
| --- | --- | --- | --- | --- | --- | --- | --- | --- | --- |
| CCOC(=O)c1c(NC(=O)CN2CCCc3ccccc32)sc(C)c1CC | -1.2 | -0.1 | 26 | 0.4 | -11 | 37 | -18 | -7 | -1 |
| CCN1C(=O)CS/C1=N\S(=O)(=O)c1ccc(Cl)cc1 | 2.0 | 0.7 | 17 | 1.3 | -2 | -6 | -8 | 8 | -2 |

Random excerpt: two compounds from above, in no set order.
Below each compound – S1P4 agonist	zfTRPN1 agonist	CHOP inhibitor	TRPML3 ag	NPY-Y1 PAM-ag	EP2 modulator	S1P4 antag	NPY-Y2 PAM-ag	NPY Y1 blocker
> Cc1cscc1NC(=O)/C=C/C(=O)O
  0.7	-2.2	12	0.3	10	-4	7	-7	.
> CCOc1ccccc1N1CCN(Cc2ccc(OC)c(OC)c2)CC1
  0.2	-0.1	15	0.5	1	24	-8	6	2

Following part:
Below each compound – S1P4 agonist	zfTRPN1 agonist	CHOP inhibitor	TRPML3 ag	NPY-Y1 PAM-ag	EP2 modulator	S1P4 antag	NPY-Y2 PAM-ag	NPY Y1 blocker
> Cc1cnc(C(=O)OCC(=O)Nc2oc(-c3ccccc3)c(-c3ccccc3)c2C#N)cn1
  0.8	-0.5	58	-1.0	22	16	10	17	-4
> Cc1cc(C(=O)CSc2nnnn2-c2ccc(O)cc2)c(C)n1Cc1ccc2c(c1)OCO2
  0.1	-0.1	62	0.6	5	10	-19	-8	-1
> CCOc1cc(Cl)c(S(=O)(=O)NCc2ccccn2)cc1Cl
  -0.6	1.8	32	0.3	-13	-18&7	-3	1	5
> O=C(O)c1ccc(N/N=C/C=C/c2ccccc2)cc1
  1.8	2.6	-21	0.3	0	-5	4	-1	.
> Cn1cc2cc([N+](=O)[O-])ccc2n1
  0.2	0.7	8	0.6	-21	14	-14	5	0
> Cc1ccccc1C1=NC(c2ccc(F)cc2F)ON1 (stereo not drawn)
  -1.2	0.5	38	1.0	6	-31	-1	-6	1
